Screening data (PubChem)
MBD2 DNA inh: inhibitors of MBD2 binding to methylated DNA, primary screen, biochemical, TR-FRET, DNA-binding domain, human; inhibition, % at 4.4 µM; AID 686964, 2013; hit rate 0.31% among 370,000; MBD2 binding to methylated oligonucleotide; in the data active = inhibition above about 13%
TCR CD3 inh: inhibitors of human TCR-CD3 interaction, primary screen, biochemical, fluorescence, TAMRA-labeled TCR probe; inhibition, % at 9.4 µM; T-cell receptor (TCR); hit rate 0.37% among 360,000; in the data active = inhibition above about 19%;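 also: recombinant mutant TCR 2C K166C tagged with TAMRA read by polarization; 0% = receptor in buffer alone and 100% = receptor with positive control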
LEDGF integ inh: blockers of LEDGF/p75-dependent integrase strand transfer – biochemical, TR-FRET, high throughput, primary screen; HIV-1 integrase (with human LEDGF/p75); hit rate 0.64% among 370,000; TR-FRET IN-LEDGF/p75 DNA integration, Eu/Cy5; inhibition, % at 3.7 µM;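 active = inhibition above the screen-wide mean plus 3 SD, cut at about 13% in these data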;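 also: signal is the Cy5 over europium emission ratio at 671 and 618 nm; 0% = plate median of compound wells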
rCAG RNA binder: binders of r(CAG) RNA repeats, primary screen, biochemical, fluorescence; r(CAG) RNA repeat, TO-PRO-1 dye displacement fluorescence; inhibition, % at 3 µM; hit rate 1.3% among 370,000;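 active = inhibition above the plate cutoff, the mean of all test compounds on that plate plus 3 SD, cut at about 35% in these data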;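 also: 0% = DMSO alone and 100% = 100 µM mitoxantrone as full dye displacement; higher means more dye released from RNA so lower well fluorescence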
HTRA1 inh: HTRA1 serine protease inhibitors, primary screen, biochemical, fluorescence polarization, HTS | recombinant HTRA1, FP-rhodamine activity-based probe | inhibition, % at 5.96 µM | hit rate 0.5% among 340,000; in the data active = inhibition above about 36%;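 also: 0% = enzyme with DMSO and 100% = wells lacking enzyme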
ABHD4 inh: ABHD4 inhibitors, primary screen, biochemical, fluorescence polarization, mouse | hit rate 0.54% among 370,000 | inhibition, % at 8.92 µM | purified mABHD4, FP-Rh probe fluorescence polarization | (Lyso)-N-acylphosphatidylethanolamine lipase (Mus musculus), Q8VD66 | AID 720543, 2013;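 active = inhibition exceeding the mean over every tested compound plus 3 SD, cut at about 30% in these data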;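 also: 0% = plate median of compound wells and 100% = S159A mutant with DMSO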
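Test system: mABHD4 protein | Buffer or medium: HEPES pH 7.0 buffer, 150 mM NaCl, 0.01% Pluronic F-127 | Probe or stimulus: FP-Rh fluorescent activity-based probe, added after compound pre-incubation | Timing: Pre-incubation 45 min, probe exposure 60 min, at 25 °C | Technique: Fluorescence polarization, excitation 525 nm, emission 598 nm, BODIPY TMR filters | Repeats: Single well per compound (singlicate)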
NPR2 activator: human GC-B receptor activators, primary screen, HEK293 GC-B cells, cGMP TR-FRET, EC30 CNP | Atrial natriuretic peptide receptor 2 (Homo sapiens), P20594 | hit rate 0.11% among 370,000 | activation, % at 10 µM | 0% at EC30 CNP, 100% saturating CNP;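 active = activation at 10 µM reaching about 35% in either raw or pattern-adjusted values, limit read from the data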
TDP2 inh: human TDP2 enzyme inhibitors, primary screen, biochemical, epi absorbance, recombinant enzyme. Tyrosyl-DNA phosphodiesterase 2 (Homo sapiens), O95551. T5PNP hydrolysis, p-nitrophenol absorbance 415 nm. inhibition, % at 12.8 µM. hit rate 0.34% among 370,000;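 active = inhibition above the mean of all tested compounds plus 3 SD, set per campaign, cut at about 25% in these data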;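 also: 0% = DMSO with enzyme and 100% = buffer with substrate but no TDP2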
Target sequence (O95551 whole entry, looked up): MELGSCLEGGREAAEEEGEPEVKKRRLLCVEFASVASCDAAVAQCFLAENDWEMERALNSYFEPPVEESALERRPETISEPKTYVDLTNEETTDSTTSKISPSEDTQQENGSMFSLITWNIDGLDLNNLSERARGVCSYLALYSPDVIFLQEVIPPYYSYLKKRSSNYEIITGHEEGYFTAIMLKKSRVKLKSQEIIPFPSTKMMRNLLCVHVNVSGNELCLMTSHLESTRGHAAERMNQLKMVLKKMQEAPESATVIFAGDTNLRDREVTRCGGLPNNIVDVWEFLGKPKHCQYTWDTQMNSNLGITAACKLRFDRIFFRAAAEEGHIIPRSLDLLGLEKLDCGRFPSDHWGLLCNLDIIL
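Test system: Human TDP2 enzyme | Reagent: 5 mM T5PNP | Compound dosing: 12.8 µM single point, 1% DMSO | Incubation: Enzyme reaction with compound for 2 h at 37 °C | Technique: p-Nitrophenol epi absorbance | Read-out: % inhibition relative to enzyme-containing and enzyme-free wells | Benchmarks: High control without enzyme, low control DMSO plus TDP2 | Replicates: Singlicate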
SIAE primary: human SIAE inhibitors, primary screen, biochemical, fluorescence polarization, FP-Rh probe, 1536-well HTS. SIAE FP-Rh probe binding. inhibition, % at 9.66 µM. hit rate 0.69% among 370,000;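 active = inhibition above a cutoff: mean of compounds within the control limits plus 3 SD of those, cut at about 17% in these data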;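 also: 0% = plate median of compound wells and 100% = probe without SIAE protein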
Target sequence (Q9HAT2 whole entry, looked up): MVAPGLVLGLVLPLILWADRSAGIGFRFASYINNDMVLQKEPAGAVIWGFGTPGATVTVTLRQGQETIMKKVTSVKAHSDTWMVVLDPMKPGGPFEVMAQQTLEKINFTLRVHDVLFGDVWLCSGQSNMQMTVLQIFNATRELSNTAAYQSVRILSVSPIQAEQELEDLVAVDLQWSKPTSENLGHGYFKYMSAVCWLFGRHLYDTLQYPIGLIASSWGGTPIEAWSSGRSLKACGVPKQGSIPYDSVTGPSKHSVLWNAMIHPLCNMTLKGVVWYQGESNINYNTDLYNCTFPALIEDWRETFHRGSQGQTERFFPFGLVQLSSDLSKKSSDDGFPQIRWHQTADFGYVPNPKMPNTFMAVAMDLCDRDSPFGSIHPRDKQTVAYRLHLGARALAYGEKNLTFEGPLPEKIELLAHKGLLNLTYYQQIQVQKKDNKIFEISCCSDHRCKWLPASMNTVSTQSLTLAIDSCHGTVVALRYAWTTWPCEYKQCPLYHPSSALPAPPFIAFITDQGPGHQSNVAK
PRMT1 inh: PRMT1 methyltransferase inhibitors, primary screen, biochemical, fluorescence polarization; Protein arginine N-methyltransferase 1 (Homo sapiens), Q99873; recombinant PRMT1, activity-based probe fluorescence polarization; inhibition, % at 2.79 µM; hit rate 1.3% among 370,000; AID 652257, 2013;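 active = inhibition above about 21% made by adding two undisclosed values, limit read from the data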
Numbers without * were called inactive; . = no result given. Some of the compounds tested. The share of hits here may be higher or lower than overall.

compound	MBD2 DNA inh	TCR CD3 inh	LEDGF integ inh	rCAG RNA binder	HTRA1 inh	ABHD4 inh	NPR2 activator	TDP2 inh	SIAE primary	PRMT1 inh
COc1ccc(CCNC(=O)C(=O)NCC2OCCN2S(=O)(=O)c2ccc(F)cc2)cc1OC (stereo unspecified)	-3.1	2.8	-4.2	5.8	-2.2	-3.2	3.0	14.4	3.3	-2.2
COc1ccc2c(c1)C1NC(=S)N[C@@](C)(O2)C1C(=O)Nc1ccccc1 (stereo partly specified)	0.8	-6.6	1.9	0.4	2.3	-11.0	1.5	3.7	2.1	2.1
O=C1NC(=S)N/C1=C\C=C\c1ccccc1	-3.3	7.9	-1.2	3.5	.	-1.8	-1.6	4.2	1.5	-1.8
CNc1cncc(-c2cccc(O)c2)n1	-2.8	4.2	7.2	0.5	.	4.0	1.3	-0.7	3.1	-1.5
CC(=O)Nc1ccc(C(=O)Nc2ccc3c(c2)OCO3)cc1	-1.6	1.8	2.3	3.4	6.0	10.0	2.0	15.1	8.6	-0.3
Cc1ccc(C2=CC(c3cccs3)n3nnnc3N2)cc1 (stereo unspecified)	1.5	-5.4	-2.9	3.3	-4.4	-1.1	9.7	-2.3	-5.2	5.2
O=C(Cc1cccs1)Nc1nnc(Cc2ccccc2)s1	3.4	2.0	-0.1	27.2	-7.1	2.8	9.9	-5.9	-8.1	-0.4
O=C(Nc1nnc(COc2ccc(F)cc2)s1)c1cccs1	6.5	-1.4	-5.9	5.3	-5.5	-8.4	-2.7	-7.5	2.9	6.0
COc1ccc(C2C=C(c3ccccc3)Nc3ncnn32)cc1 (stereo unspecified)	2.7	-1.9	-3.1	4.1	-1.7	4.8	-7.6	-7.2	0.8	4.9
COC(=O)C1CC(O)CN1C(=O)Nc1ccccc1 (stereo unspecified)	-1.9	3.1	2.5	23.8	-1.8	8.4	-3.5	-9.3	-1.0	1.6
COc1ccccc1CSc1ncc(-c2ccc([N+](=O)[O-])cc2)[nH]1	-2.1	10.6	-1.2	6.1	-20.2	-6.5	1.0	-5.8	1.0	2.9
CCC(Sc1nc2ccsc2c(=O)n1Cc1ccc(C(=O)O)cc1)C(=O)Nc1ccc(Cl)cc1 (stereo unspecified)	3.1	-3.1	1.5	71.6*	-52.4	17.2	7.5	7.8	-10.0	5.0
CC1(C(=O)Nc2ccc(Cl)c(Cl)c2)CCN1C(=O)Cc1cccc2ccccc12 (stereo unspecified)	-2.2	-0.2	5.4	4.1	.	-22.4	-2.0	1.6	-12.6	-2.0
CC1=C(C#N)C(=O)NC1(C)O (stereo unspecified)	-3.4	-7.2	2.4	2.7	8.0	6.7	-1.2	6.5	3.2	7.6
Cc1ccccc1NC(=O)Nc1ccccn1	-2.0	-14.6	-1.6	-1.6	-2.1	5.4	0.6	-9.9	8.7	2.2
COc1ccc(C)cc1N1CC(C(=O)OCc2nc(N)nc(Nc3ccccc3C)n2)CC1=O (stereo unspecified)	2.1	-6.7	5.2	-6.1	-1.9	-2.6	0.1	2.4	-4.0	-2.8
O=C(NCc1n[nH]c(=S)n1Cc1ccccc1)c1ccc(Cl)cc1Cl	1.6	-3.1	-1.1	3.4	-1.8	3.0	2.1	11.2	9.5	1.3
Cc1cc(N2CCN(C(C(=O)NC3CCCC3)c3ccc(-c4ccccc4)cc3)CC2)c2ccccc2n1 (stereo unspecified)	1.4	12.1	6.7	9.6	.	1.6	1.9	8.1	-15.3	-4.1
C[C@H]1COc2cc(Br)ccc2S(=O)(=O)N1Cc1cn(Cc2ccc(C(F)(F)F)cc2)nn1	1.7	.	-1.6	2.1	.	1.1	-2.1	3.7	-7.3	0.9
CC1=NNC(=O)C1CCC(=O)N/N=C/c1ccccc1 (stereo unspecified)	26.6*	6.0	-4.6	1.7	-1.2	-2.1	2.6	-6.7	3.4	0.3
CCOC(=O)C1=C(COC(=O)c2cc(OC)c(OC)c(OC)c2)NC(=O)NC1C (stereo unspecified)	4.0	-3.2	-5.0	-7.8	-2.9	0.7	4.4	0.2	5.3	-0.6
CCSc1ccccc1C(=O)Nc1cc(OC)c(OC)c(OC)c1	3.0	-4.3	1.4	-3.8	-2.3	3.5	-4.3	13.1	1.3	-0.8
N#Cc1ccc(C(=O)Nc2nc(SCc3ccc(Cl)cc3)n[nH]2)cc1	-0.8	-1.8	6.5	-1.9	-2.0	-1.0	-2.0	-6.7	1.2	-2.3
CCN1CCN(c2ccc(S(=O)(=O)N3CCCCC3)cc2NC(=O)/C=C/c2ccc([N+](=O)[O-])cc2)CC1	-4.9	0.1	-2.4	6.0	-13.2	18.7	0.3	9.6	16.6	-4.3
CCN(CC1CCCO1)C(=O)CCc1nnc(CCc2ccc(OC)cc2)o1 (stereo unspecified)	-3.6	2.2	-2.3	-8.0	-1.1	4.8	2.7	10.1	-3.5	0.1
CC(C)c1ccc(OCC(=O)NC(C)c2ccccc2)cc1 (stereo unspecified)	-2.2	0.8	-1.4	-8.6	-5.1	-6.5	1.1	1.8	1.1	-1.9
O=C(Cc1ccccc1F)OCC(=O)N1CCc2ccccc21	-6.7	11.7	-3.4	-3.8	0.5	1.4	-2.9	-7.8	2.7	-2.2
COCc1c(C(=O)N2CCN(c3ncccn3)CC2)oc2ccccc12	1.5	0.1	0.0	-3.5	-16.5	1.3	1.7	2.1	1.5	-1.5
Cc1cc2c(c(CO)c1CCO)C(=O)[C@@H](C)[C@@H]2O	0.4	2.1	0.4	4.1	-3.4	0.8	2.4	4.4	-1.1	-1.8
COc1ccc(-c2nnc(NC(=O)CSc3ccc(Cl)cc3)s2)cc1OC	3.3	0.1	-1.2	-0.1	-2.0	12.9	-3.7	2.5	1.4	-0.2
COc1cc(S(=O)(=O)NCCc2ccc3c(c2)OCO3)ccc1-n1cnnn1	2.1	-10.2	-3.5	-0.7	0.6	-8.6	1.3	-3.7	1.1	2.4
COc1ccc(-c2nnc(SCC(=O)N3CCCC3)o2)c(OC)c1	-3.4	-4.3	5.0	-0.1	3.5	-15.7	3.3	-16.1	5.0	-3.3
CCC(C)N(C)C1CCN(C(=S)Nc2cccc(OC)c2)CC1 (stereo unspecified)	1.5	4.0	2.5	-0.6	3.0	-3.1	3.3	6.7	5.2	-3.3
Cn1c(SCC(=O)Nc2nccs2)nnc1-c1ccc(S(=O)(=O)N2CCCC2)cc1	0.7	1.1	-3.5	-3.8	1.4	2.1	2.8	-0.7	-0.3	-1.3
Oc1ccc(C[C@@H]2CNCCN2CCCCC2CCCCC2)cc1	1.6	6.5	-3.7	8.0	11.8	17.7	-7.2	-21.1	-8.9	-2.4
NC(=O)C1CCCN(CC(=O)Nc2cc(S(=O)(=O)N3CCOCC3)ccc2N2CCCC2)C1 (stereo unspecified)	2.6	-5.3	-0.7	1.4	6.4	-1.6	-0.6	-6.2	3.1	-0.2
Cc1cc(NC(=O)OC2CCCCC2)ccc1[N+](=O)[O-]	-0.9	6.2	-0.9	1.1	-27.4	1.0	-2.2	-13.2	-4.6	-8.9
Cc1ccccc1OCC(=O)NCCC1=CCCCC1	10.7	-5.5	-0.1	2.8	-6.1	-9.8	-1.1	-1.2	-9.7	8.9
Cc1ccc(OCc2cnc(Cl)s2)c(C)c1	7.5	-6.0	5.7	0.8	6.3	-9.7	-0.1	-0.6	-11.1	5.6
CCC(CC)c1nc(C(N)=O)c2[nH]c(=O)n(-c3ccc(OC)c(OC)c3)c2n1	3.9	-4.6	-1.5	-7.7	0.0	0.0	-2.8	-4.3	5.6	1.3
O=C(NN1C(=O)/C(=C/C=C/c2ccco2)SC1=S)c1ccncc1	73.6*	15.6	82.9*	76.6*	.	49.3*	-1.4	19.2	15.2	53.0*
CCCCN1C(=O)/C(=c2\sc3nc(=O)c(-c4ccccc4)nn3c2=O)c2ccccc21	-1.3	-2.0	3.1	10.4	-6.4	-1.9	1.8	4.1	0.1	15.5
CCOc1ccc2c(c1)C(=O)C(=O)N2CC1COc2ccccc2O1 (stereo unspecified)	1.1	5.3	-3.4	-0.5	-1.3	2.0	-7.1	-0.1	-0.3	-4.6
CCCCNCC(=O)Nc1sc(C)c(C)c1C(=O)OCC	0.3	11.1	-0.9	-3.5	-7.8	-7.8	-2.0	3.1	-1.2	-1.1
Cc1c(C(=O)O)oc2ccc(S(=O)(=O)N3CCCC3)cc12	5.0	-2.5	-7.2	0.8	0.4	-7.0	0.0	-3.0	2.8	4.7
CCOc1ccccc1NS(=O)(=O)c1ccc2c(c1)NC(=O)CCS2	-1.2	7.8	-3.8	-1.3	-1.0	4.3	0.1	-2.6	4.5	-3.3
C=CCN1C(=O)[C@@H](CC(=O)N2CCN(C(=O)OCC)CC2)[C@]2(C(=O)OC)CCCCC=C12	4.6	.	-1.7	3.2	.	4.0	7.5	7.5	8.8	-0.8
O=S(=O)(c1cccc(NC(=S)N2CCN(c3ccc(F)cc3)CC2)c1)C(F)F	-3.8	2.7	-0.8	6.9	-2.5	-12.4	6.2	5.5	-1.3	1.3
CNC[C@@H]1OCc2ccccc2-c2c(n(C)c3ccccc23)C(=O)N([C@@H](C)CO)C[C@@H]1C	-3.6	-8.1	-4.4	5.7	.	2.9	-1.6	-6.9	-3.1	3.4
CN(C)c1cccc(O)c1	2.9	13.8	-1.4	2.6	16.2	51.1*	-10.5	2.0	4.3	6.4
O=C1CC(=O)Nc2cc(S(=O)(=O)N3CCN(c4ccc([N+](=O)[O-])cc4)CC3)ccc2N1	-0.7	6.0	1.2	9.0	-2.4	-0.4	-0.5	11.8	13.5	1.0
Cc1ccc(S(=O)(=O)NCC(=O)N(CC(=O)NCC2CCCO2)Cc2ccccc2)cc1 (stereo unspecified)	-3.5	0.6	-0.8	-2.5	0.0	7.2	2.5	6.0	2.2	-2.1
Cn1nc(C(F)(F)F)c(CN2CC(C)(C)C2=O)c1N1CCOCC1	3.0	-0.9	-5.4	-5.4	7.2	-0.8	-3.1	-10.6	-5.3	2.2
